Assay outcomes: PubChem BioAssay, National Center for Advancing Translational Sciences (NCATS)
VP16 counter = VP16 counterscreen qHTS for inhibitors of ROR gamma transcriptional activity; Drosophila S2 Gal4-VP16 UAS-luciferase, luminescence, 20 h; Potency, µM (titrated, usually from 53.6 µM), for the others: at the top dose activity, negative = inhibition, usual class: inhibitors; 310,000 tested, 3.5% active; AID 2546, 2010;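 also: Gal4-VP16 expression switched on by copper sulfate through the metallothionein promoter; % is scaled to controls: 0 for no effect and ±100 for the full control effect; nearly all actives have a fitted effect of over 50% in size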
CXXC DNA block = qHTS Fluorescence Polarization Assay for Inhibitors of MLL CXXC domain - DNA interaction; Potency, µM (doses to about 115 µM), inactives show top-dose activity change, negative = inhibition, hits mostly inhibitors; MLL-CXXC / FITC-HOXA9 DNA fluorescence polarization; 290,000 tested, 0.037% active; active = well fitted inhibition curve with a large enough effect in the polarisation, with a control signal flat, not every such curve was filed as active; inconclusive = small, poorly fitted or top-dose-only effect, or effect the other way, or a change in a side signal; inactive = no such curve, though single readings can be large or run the other way; the % refers to the polarisation
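Steps: dispense CXXC domain solution (7 uM) → pin compounds or unlabeled HOX-A9 DNA control → 5 min ambient → add FLSN-HOX-A9 solution (50 nM) → spin → 30 min ambient → fluorescence polarization. Tris pH 7.5/NaCl/DTT/BSA buffer.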
MBNL1-CUG inh = qHTS Assay for Inhibitors of MBNL1-poly(CUG) RNA binding; Muscleblind-like protein 1 (Homo sapiens), Q9NR56; TR-FRET MBNL1-His/biotin-(CUG)12 binding, 665/545 ratio; Potency, µM (series often up to 57.5 µM), inactives show at the top dose activity change, negative = inhibition, most hits filed as inhibitors; 280,000 tested, 0.036% active; AID 2675, 2010; active = well fitted inhibition curve with a large enough effect in the signal ratio, with a control signal flat, not every such curve was filed as active; inconclusive = small, poorly fitted or top-dose-only effect, or effect the other way, or a change in a side signal; inactive = no such curve, though single readings can be large or run the other way; the % refers to the signal ratio; also: % is scaled to controls: 0 for no effect and ±100 for the full control effect
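TR-FRET between His-tagged MBNL1 and biotin-(CUG)12 RNA, detected with Tb anti-His antibody (0.055 ng/ul) and streptavidin-XL665 (5 nM), 60 min at room temperature. Compounds titrated 92 nM to 58 uM; 665/545 nm ratio normalized to buffer and complex controls.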
p53 reactivator = qHTS assay for re-activators of p53 using a Luc reporter | AID 504706, 2011 | 320,000 tested, 0.063% active | H1299 p53-A138V BP100-luciferase reporter, luminescence, 24 h | Potency, µM (top dose mostly 92.2 µM), for inactives: at the highest dose activity change, positive = activation, most hits filed as activators; also: % of control where 0% means no effect; nearly all actives have a fitted effect of over 45% in size
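p53-null H1299 cells stably carrying temperature-sensitive p53-A138V and a BP100-luciferase reporter were pinned with compounds (4-point, 1:5 series) and held 24 hrs at 37 deg C. Luminescence was read 10 min after detection reagent.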
uPA generation = qHTS for Inhibitors of Cell Surface uPA Generation | Potency, µM (highest dose often 38.3 µM), inactives show top-dose activity change, negative = inhibition, usual class: inhibitors | 330,000 tested, 0.31% active | AID 540303, 2011 | cell surface uPA generation assay, qHTS; active = well fitted inhibition curve with a large enough effect; inconclusive = small, poorly fitted or top-dose-only effect; inactive = no such curve, though single readings can be large or run the other way; tested in mouse RAW 264.7 cells; also: % is scaled to controls: 0 for no effect and ±100 for the full control effect; nearly all actives have a fitted effect of over 55% in size
Rab9 promoter act = qHTS Assay for Rab9 Promoter Activators | Huh7 Rab9 promoter-luciferase reporter, luminescence, 24 h | Potency, µM (titrated, usually from 9.22 µM), inactives show at the top dose activation, negative = inhibition, usual class: activators | 320,000 tested, 2.8% active; also: % of control where 0% means no effect; nearly all actives have a fitted effect of over 60% in size
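Stable Rab9-luc Huh7, 1500 cells/well, 2 h settle; cmpd in DMSO, 24 h, 37 °C/5% CO2; luciferase reagent 10 min RT; luminescence.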
RORg inh = qHTS for inhibitors of ROR gamma transcriptional activity | Nuclear receptor ROR-gamma (Mus musculus), P51450 | Drosophila S2 Gal4-RORgamma UAS-luciferase reporter, 20 h | Potency, µM (titrated, usually from 53.6 µM), for inactives: at the top dose activity change, negative = inhibition, usual class: inhibitors | 310,000 tested, 5.4% active | AID 2551, 2010; also: % is scaled to controls: 0 for no effect and ±100 for the full control effect; nearly all actives have a fitted effect of over 60% in size
Target sequence (P51450 whole entry, looked up, the tested form may be a part): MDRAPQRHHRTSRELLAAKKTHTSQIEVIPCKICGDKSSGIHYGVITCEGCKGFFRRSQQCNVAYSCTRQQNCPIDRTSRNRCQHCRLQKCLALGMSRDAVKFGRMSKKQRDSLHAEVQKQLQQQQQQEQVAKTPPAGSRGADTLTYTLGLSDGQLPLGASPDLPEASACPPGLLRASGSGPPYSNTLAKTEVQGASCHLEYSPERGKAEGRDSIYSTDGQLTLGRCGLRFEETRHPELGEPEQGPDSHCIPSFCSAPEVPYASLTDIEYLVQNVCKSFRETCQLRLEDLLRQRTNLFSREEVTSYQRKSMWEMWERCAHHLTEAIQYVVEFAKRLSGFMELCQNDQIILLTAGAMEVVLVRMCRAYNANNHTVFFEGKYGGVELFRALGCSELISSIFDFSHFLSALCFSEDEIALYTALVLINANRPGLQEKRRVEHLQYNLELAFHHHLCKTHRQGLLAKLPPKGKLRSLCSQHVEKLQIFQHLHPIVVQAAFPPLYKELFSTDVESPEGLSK
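Stable Schneider cell line, Gal4 DNA-binding domain fused to ROR gamma, UAS-luciferase. Cmpd 1 hr RT → CuSO4 700 uM final → 20 hr RT → luciferase reagent 10 min → luminescence.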
FLuc counter = qHTS profiling assay for firefly luciferase inhibitor/activator using purifed enzyme and Km concentrations of substrates (counterscreen for miR-21 project) | Potency, µM (doses to about 57.5 µM), for inactives: at the top dose activity change, negative = inhibition, usual class: inhibitors | Luciferin 4-monooxygenase (Photinus pyralis), P08659 | AID 588342, 2011 | purified FLuc, Km substrates, luminescence inhibition | 360,000 tested, 6.9% active;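 also: plate controls were vehicle for no effect and reference inhibitor for full effect; nearly all actives have a fitted effect of over 55% in size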
Target sequence (P08659 whole entry, looked up): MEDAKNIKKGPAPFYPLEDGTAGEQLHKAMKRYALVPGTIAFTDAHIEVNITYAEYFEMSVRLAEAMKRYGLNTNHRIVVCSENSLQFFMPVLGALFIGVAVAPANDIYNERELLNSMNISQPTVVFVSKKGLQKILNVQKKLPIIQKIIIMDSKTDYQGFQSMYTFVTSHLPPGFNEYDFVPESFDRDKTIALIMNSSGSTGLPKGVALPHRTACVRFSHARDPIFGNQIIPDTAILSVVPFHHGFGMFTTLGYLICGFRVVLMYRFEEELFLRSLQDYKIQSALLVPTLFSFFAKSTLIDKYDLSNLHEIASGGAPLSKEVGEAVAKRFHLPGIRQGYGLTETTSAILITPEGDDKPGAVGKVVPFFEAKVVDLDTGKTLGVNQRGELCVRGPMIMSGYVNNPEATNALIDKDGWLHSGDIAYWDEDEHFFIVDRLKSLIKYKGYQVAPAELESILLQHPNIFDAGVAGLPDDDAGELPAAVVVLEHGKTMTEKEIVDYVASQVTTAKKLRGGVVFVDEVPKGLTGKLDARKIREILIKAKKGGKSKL
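Purified P. pyralis luciferase (10nM final) with 10uM D-luciferin and 10uM ATP (Km levels) in 50mM Tris acetate pH 7.5, 10mM Mg acetate, 0.01% Tween-20, 0.05% BSA; qHTS 6-point titration, ~60 µM downward; luminescence read.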
NPC1 promoter act = qHTS Assay for NPC1 Promoter Activators; AID 485313, 2010; Potency, µM (top dose mostly 9.22 µM), for the others: at the top dose activation, usual class: activators; Huh7 NPC1 promoter luciferase reporter, 24 h; 320,000 tested, 2.4% active;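 also: % of control where 0% means no effect; nearly all actives have a fitted effect of over 60% in size; reporter is driven by a mutant NPC1 promoter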
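NPC1 promoter–luciferase Huh7 cells; 24 h compound; luminescence.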
ELG1 genotoxic = qHTS screen for small molecules that induce genotoxicity in human embryonic kidney (HEK293T) cells expressing luciferase-tagged ELG1; HEK293T ELG1-luciferase reporter, luminescence, 16 h; Potency, µM (titrated, usually from 46 µM), for inactives: at the top dose activity change, positive = activation, usual class: activators; 330,000 tested, 1.3% active; also: % of control where 0% means no effect; nearly all actives have a fitted effect of over 60% in size
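Quantitative HTS format in 1536-well plates. HEK293T ELG1-luciferase reporter cells receive test compound and are incubated 16 hr at 37 °C, 5% CO2; ONE-Glo added, 30 min room temperature, then luminescence read.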
BRCA1 expr up = qHTS Assay to Identify Small Molecule Activators of BRCA1 Expression. AID 624202, 2012. Potency, µM (highest dose often 46.1 µM), without a hit: at the top dose activation, most hits filed as activators. MCF7-BRCA1-FFLuc reporter, luminescence, 48 h; response scale: scaled: vehicle 0%, 10 µM genistein 100%. 380,000 tested, 1.1% active; also: nearly all actives have a fitted effect of over 80% in size; some results filed as inactive show a strong effect at the top dose
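Quantitative HTS in MCF7 cells stably reporting BRCA1 expression via firefly luciferase. Compound treatment lasts 48 h at 37 °C in phenol-red free MEM. Activation is expressed relative to genistein at 10 microM and DMSO.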
* = called active by the depositor; ? = inconclusive; . = no result given; [ ] = remark or other dose. Unless noted, calls follow the shape of the dose curve; as a rule, active = well fitted curve in the direction sought with a large enough effect; inconclusive = small, poorly fitted or top-dose-only effect, or another doubt; inactive = no such curve, though single readings can be large; an effect the other way counts as inactive or inconclusive. Potency is read from the fitted curve at half-maximal effect. A portion of the library, so the mix of outcomes need not match the whole.

compound	FLuc counter	Rab9 promoter act	VP16 counter	MBNL1-CUG inh	p53 reactivator	ELG1 genotoxic	CXXC DNA block	NPC1 promoter act	uPA generation	BRCA1 expr up	RORg inh
O=C(Nc1ccc(S(=O)(=O)Nc2nccs2)cc1)c1cc(=O)[nH]c2ccccc12	-1%	2%	2%	.	3%	-4%	2%	2%	?	17%	22%
O=C(CSc1nc2ccccc2s1)NNC(=S)Nc1ccc(Br)cc1	3%	-6%	?	17%	-1%	-3%	-13%	-1%	-2%	-25%	0.89µM*
COc1ccc(-c2n[nH]c(=S)n2-c2ccc(C)cc2C)cc1	-1%	3%	5µM*	-1%	4%	4%	0%	-5%	6%	-11%	2.8µM*
O=C1CC(C(=O)N2CCc3ccccc32)CN1c1ccccc1 (configuration not stated)	0%	-5%	1%	0%	0%	-1%	-2%	-1%	3%	-8%	43%
COc1ccc(C2SCCN2C(=S)Nc2ccc(Cl)cc2)cc1 (configuration not stated)	-13%	3%	?	1%	?	0%	4%	3%	-4%	-25%	13µM*
CCO/C=C1\C(=O)N(c2ccccc2)C(=O)c2ccccc21	10%	-2%	3%	-6%	0%	-1%	1%	17%	7%	10%	1%
COc1cc2nc(=S)n3[nH]c(CCn4nc(C)cc4C)nc3c2cc1OC	-1%	1%	0.089µM*	-4%	0%	-12%	-19%	1%	2%	9%	0.056µM*
CCNC(=S)N/N=C/c1c(Cl)cccc1Cl	1%	-2%	2.8µM*	-11%	4%	5%	7%	-2%	-3%	19%	2.5µM*
Cc1[nH]n(-c2cccc([N+](=O)[O-])c2)c(=O)c1-c1ccccc1	?	-5%	-4%	19%	6%	9%	3%	2%	-10%	-19%	?
Fc1cnc(N2CCN(c3ccccc3)CC2)nc1N1CCN(c2ccccc2)CC1	4%	-6%	-12%	-1%[11.5 µM]	-11%	0%	1%	-14%	4%	-17%	3%
Cc1ccc(NC(=O)CCC(=O)NNC(=O)COc2ccc([N+](=O)[O-])cc2)c(C)c1	3%	2%	-5%	5%	5%	-1%	1%	-1%	-5%	-1%	-16%
CCSc1ccccc1C(=O)Nc1cc(C)on1	2%	-7%	-12%	4%	4%	3%	-3%	-3%	0%	-43%	-16%
Cc1cccc(NC(=O)c2ccccc2NC(=O)Cc2ccccc2)c1C	-2%	-2%	6%	1%	4%	0%	-2%	-6%	10%	6%	0%
Cc1c(CNCCc2ccccc2Cl)c(C(=O)O)c(C)n1-c1ccccc1	2%	-7%	4%	0%	-4%	1%	27%	-1%	-5%	-34%	-3%
CCCOc1ccccc1N/C(=N/c1nc(C)cc(C)n1)NC(=O)COc1ccc(OC)cc1	0%	0%	?	-13%	-4%	-22%	-12%	-1%	-7%	-67%	-9%

New compounds follow:
compound	FLuc counter	Rab9 promoter act	VP16 counter	MBNL1-CUG inh	p53 reactivator	ELG1 genotoxic	CXXC DNA block	NPC1 promoter act	uPA generation	BRCA1 expr up	RORg inh
CNc1sc(C(=O)c2ccccc2F)c(N)c1-c1nc2ccccc2s1	8.5µM*	4.5µM*	13µM*	?	?	?	-15%	4µM*	-4%	3%[1.84 µM]	7.9µM*
COc1ccc2c(c1)cc(C)c1nnc(SCC(=O)N(C)c3nc(-c4ccccc4)cs3)n12	1%	5%	-3%	4%	2%	1%	8%	-8%	-3%	-4%	-1%
O=C(NC1CC2CCC(C1)N2C(=O)NCc1ccccc1)C1CC1 (configuration not stated)	3%[2.3 µM]	-1%	-2%	0%	-3%	-1%	9%	-3%	4%	4%	-27%
O=C(Oc1ccc([N+](=O)[O-])cc1)c1ccc2ccccc2n1	?	-7%	6%[0.365 µM]	31%[activator]	6%	20%	6%	7%	1%	-5%	?
O=C(NCCn1cccn1)C1CCC(=O)N(CCc2ccccc2)C1 (configuration not stated)	0%	4%	-1%	1%	13%	5%	5%	-4%	2%	1%	-3%
CCCCNC(=O)c1ccccc1NC(=O)C1=C(C)OCCS1	-1%	0%	-10%	-4%	0%	-6%	4%	4%	0%	3%	0%
Cc1ccc(NC(=O)c2ccc([N+](=O)[O-])cc2)cc1S(=O)(=O)N(C)C	?	?	-5%	?	3%	0%	-5%	?	-3%	42%	6%
O=C(C(Cl)Cl)N1c2ccccc2OCC1c1ccccc1 (configuration not stated)	7%	-19%	?	-12%	-1%	-5%	-5%	-10%	-4%	-41%	?
CNC(=O)c1ccc(NC(=O)CN2c3cccc4cccc(c34)S2(=O)=O)cc1	5%	2%	.	.	-5%	1%	.	1%	2%	-55%	.
CSc1ccccc1NC(=O)CN1CCCCC1C (configuration not stated)	-9%	-5%	-13%	-4%	-1%	-2%	-6%	-2%	3%	0%	-26%
CC(C)=CCN1CCN(Cc2cccn2-c2ncccn2)CC1CCO (configuration not stated)	3%	-4%	-11%	-7%	-10%	0%	2%	-1%	1%	-12%	10%
O=C(CNC(=O)c1cccs1)N/N=C/c1ccc(O)cc1O	-5%	-9%	-7%	24%	5%	9%	19%	-5%	3%	-23%	34%
CC1CC(C)CN(CCCNC(=O)c2ccc(CNS(=O)(=O)c3ccc(F)cc3)cc2)C1 (configuration not stated)	1%	0%	-10%	3%	4%	0%	9%	2%	-6%	0%	-8%
Cc1c(Cl)c(C(F)(F)F)nn1CC(=O)NCc1ccco1	-3%	0%	9%	-7%	-3%	11%	1%	8%	-5%	-11%	24%
COC(=O)c1cc(NC(=O)CSC2=NCCS2)cc(C(=O)OC)c1	-17%	-12%	7%	-7%	14%	-8%	-9%	-6%	-1%	-27%	-17%

Next entries
compound	FLuc counter	Rab9 promoter act	VP16 counter	MBNL1-CUG inh	p53 reactivator	ELG1 genotoxic	CXXC DNA block	NPC1 promoter act	uPA generation	BRCA1 expr up	RORg inh
CC(C)NC(=O)Nc1cccc(Cl)c1	-7%	2%	-23%	-16%	4%	0%	-3%	0%	1%	65%	-7%
O=C(O)c1cc(NC(=O)c2ccco2)cc(NC(=O)c2ccco2)c1	4%	-4%	4%	-9%	3%	0%	13%	-1%	3%	-16%	-1%
C/C(=N\NC(=O)c1ccccc1OCc1ccc(F)cc1)c1ccccn1	21µM*	-19%	.	.	?	5%	.	-4%	?	-78%[inhibitor]	.
Cc1cccc(NC(=O)C(C)SCc2nc3sc4c(c3c(=O)[nH]2)CCCC4)n1 (configuration not stated)	1%	-7%	.	.	3%	-3%	.	-8%	3%	4%	.
CCOc1ccc(/C(CCC(=O)O)=N/NC(=S)NCCc2ccccc2)cc1	?	0%	?	2%	-4%	0%	4%	-5%	-5%	1%	7.9µM*
O=C(OCC(=O)c1c[nH]c2ccccc12)c1cccc([N+](=O)[O-])c1	17µM*	13%	.	.	?	11%	.	16%	2%	34%	.
O=C(NCc1ccccn1)c1ccccc1OCc1ccc(F)cc1	2%	-5%	.	.	-5%	-2%	.	-6%	-3%	-5%	.
Cc1cccc(NC(=O)CSc2nnnn2-c2cccnc2)c1	1%	-3%	2%	-2%	-4%	-3%	-2%	2%	6%	0%	-8%
Cn1c(CCC(=O)Nc2ccccc2F)nnc1SCC(=O)Nc1ccccc1Cl	-2%	-9%	-12%	-6%	-1%	-3%	2%	-2%	-1%	-16%	3%
N#C/C(=C\c1ccc([N+](=O)[O-])cc1)c1ccccn1	?	?	6%	?	26%	?	-6%	1.6µM*	.	69%	-10%
CC(C)(C)N/N=C1\CC(c2ccccc2)Oc2ccccc21 (configuration not stated)	-1%	-3%	-20%	19%	8%	-2%	7%	1%	9%	-20%	226%
COc1ccc(-c2cc(C(F)F)n3ncc(C(=O)Nc4cc(C)on4)c3n2)cc1	-11%	-11%	0%	1%	7%	-3%	-1%	-3%	-5%	-13%	?
Cc1ccc(-n2c(C)cc(C(=O)CN3CCOCC3)c2C)cc1C	-7%	5%	-6%	5%	20%	-4%	-6%	0%	4%	29%	?
CCc1[nH]nc(C(=O)N2CCCC(Nc3ccc(C(C)C)cc3)C2)c1C (configuration not stated)	9%	5%	-25%	3%	-9%	-3%	2%	-3%	-2%	-26%	?
